TNAP act DEA – human TNAP activation, intermediate phosphate acceptor; P05186; purified TNAP, CDP-star luminescence, 100 mM DEA, 30 min; active compounds read high; scale: 0 levamisole-inhibited, 1 vehicle-only enzyme; activation factor at 20 µM; 64,000 tested, under 10 active; AID 813;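 active means activation factor of at least 2 at 20 µM, relative to controls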
Target sequence (P05186 whole entry, looked up): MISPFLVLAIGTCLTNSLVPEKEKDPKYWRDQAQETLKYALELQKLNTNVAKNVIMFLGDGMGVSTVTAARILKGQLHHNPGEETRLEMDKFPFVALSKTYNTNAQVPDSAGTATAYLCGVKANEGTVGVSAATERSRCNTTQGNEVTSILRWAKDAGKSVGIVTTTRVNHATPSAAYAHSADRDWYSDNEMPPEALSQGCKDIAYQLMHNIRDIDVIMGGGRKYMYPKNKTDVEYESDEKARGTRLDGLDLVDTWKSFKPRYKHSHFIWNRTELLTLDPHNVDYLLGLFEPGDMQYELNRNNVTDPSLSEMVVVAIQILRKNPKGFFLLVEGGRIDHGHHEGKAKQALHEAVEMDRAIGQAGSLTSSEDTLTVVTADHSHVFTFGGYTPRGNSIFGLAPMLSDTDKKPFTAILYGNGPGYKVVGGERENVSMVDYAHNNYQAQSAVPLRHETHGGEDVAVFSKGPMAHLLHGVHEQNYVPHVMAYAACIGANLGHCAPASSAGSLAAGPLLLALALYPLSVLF
S1P3 agonist – agonists of human S1P3 receptor | AID 373 | activation, % at 4.5 µM | 60,000 tested, 0.1% active | S1P3 NFAT-BLA reporter cells, agonism, FRET ratio; relative to 1 µM S1P, basal subtracted;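 active means activation above the screen-wide mean plus 3 SD, cut at about 4.5% in these data, passing the limit was not always enough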; further: some compounds called inactive have numbers as strong as hits
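Material: Human S1P3 NFAT-BLA reporter CHO cells | Incubation: Overnight plating, 4 h compound 37 °C, 2 h substrate RT | Signal: FRET β-lactamase substrate fluorescence, excitation 405 nm, 460/535 nm emission ratio, background-subtracted | Compound: 4.5 µM final, single dose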
S1P1 ag pot – S1P1 (human) agonism or agonism potentiation. P21453. S1P1 CRE-bla cells, forskolin, beta-lactamase FRET, potentiator mode; S1P1 agonist co-added at EC20, 2 nM; 100% = saturating reference agonist, 0% = basal. activation, % at 9.5 µM. 56,000 tested, 0.57% active;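 active means activation above a cutoff set at the mean activation of all tested compounds plus 3 SD, cut at about 54% in these data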;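 further: forskolin at 4 µM as EC80 and the EC20 agonist is SEW2871; 100% = SEW2871 at its EC100 plus forskolin at EC80; some compounds past the cut are filed as inactive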
M1 agonist – M1 muscarinic receptor agonism. CHO-M1 cells, Fluo-4 calcium fluorescence, agonist mode; active compounds read high. B-score at 10 µM. 64,000 tested, 3% active. AID 626;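 active means fluorescence rise, raw or as B-score row- and column-corrected plate score, outside the 99.7% band of its plate's samples, either direction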
HEK293 NFkB inh – lowers PMA/ionomycin-induced NF-kB signal in HEK293 cells | HEK-293 NF-kB luciferase reporter, luminescence | inhibition, % at 3 µM | 62,000 tested, 0.21% active | AID 465;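 active means inhibition above the mean of all tested compounds plus 3 SD, cut at about 40% in these data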;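 further: 0% = stimulated DMSO wells and 100% = 10 µM reference inhibitor 5653914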
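System – HEK-293 cells with stable firefly luciferase reporter driven by four HIV NF-kB elements · Doses – one dose, 3 µM · Schedule – 1 h compound pre-incubation, 16 h PMA/ionomycin at 37 °C · Technique – luminescence from luciferase substrate reagent · Measure – percent inhibition normalized per plate to DMSO and reference-inhibitor controls · Replicates – tested once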
D1 allo mod – D1 dopamine receptor (human) allosteric modulation; 58,000 tested, 5.9% active; P21728; HEK293 D1, CRE-luciferase, dopamine EC30 potentiation; actives deviate in either direction; B-score at 10 µM;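 active means luminescence count or its row- and column-corrected plate score outside the 99.7% band of the plate's sample wells, on either side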
Target sequence (P21728 whole entry, looked up): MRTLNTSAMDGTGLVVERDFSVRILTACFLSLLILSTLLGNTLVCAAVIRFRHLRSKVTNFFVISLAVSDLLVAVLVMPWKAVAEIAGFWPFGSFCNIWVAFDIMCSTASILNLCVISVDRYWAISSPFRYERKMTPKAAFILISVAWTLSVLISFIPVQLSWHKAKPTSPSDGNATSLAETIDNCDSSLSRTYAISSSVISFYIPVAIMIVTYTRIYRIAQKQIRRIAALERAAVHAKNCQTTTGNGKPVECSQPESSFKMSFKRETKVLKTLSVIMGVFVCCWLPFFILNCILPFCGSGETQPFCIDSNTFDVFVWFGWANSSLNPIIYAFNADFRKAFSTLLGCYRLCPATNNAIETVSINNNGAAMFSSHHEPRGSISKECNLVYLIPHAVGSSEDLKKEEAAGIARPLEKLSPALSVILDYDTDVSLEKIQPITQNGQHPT
Jurkat tox 60K – cytotoxicity toward Jurkat cells; Jurkat E6.1 viability, ATP luminescence, 48 h; AID 463; 56,000 tested, 1.2% active; inhibition, % at 4 µM;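 active means inhibition above the mean inhibition of all tested compounds plus 3 SD, cut at about 28% in these data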
E coli RNAP – inhibitors of Escherichia coli RNA polymerase. AID 559. 62,000 tested, 0.2% active. inhibition, %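 (tested at 10 µM)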. E. coli RNA polymerase, fluorescence transcription assay. P0A8V2; in the data active means inhibition above about 20%;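 further: 0% = enzyme without compound and 100% = no enzyme blank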
M1 antag – blocks the rat M1 muscarinic receptor response to acetylcholine. CHO-M1 cells, Fluo-4 calcium, ACh EC80 antagonist mode; active compounds read low. B-score at 10 µM. 64,000 tested, 3.4% active;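 active means calcium fluorescence response, raw or row-and-column corrected B-score, differing from the plate sample mean either way at a set confidence level, mostly lower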
Numbers without * were called inactive; / = no result given.

SMILES	TNAP act DEA	S1P3 agonist	S1P1 ag pot	M1 agonist	HEK293 NFkB inh	D1 allo mod	Jurkat tox 60K	E coli RNAP	M1 antag
COCCn1cc(C(=O)NCCCN2CCC(C)CC2)c2c3ccccc3n(C)c2c1=O	0.9	-0.6	-3	-0.85	12	-0.13	2	6	-0.16
O=C(CSc1nc(-c2ccccc2)cs1)NCc1ccco1	0.9	-0.6	-11	0.37	18	-1.6	0	5	0.22
O=C(COC(=O)c1cccs1)c1ccc2c(c1)OCCO2	0.9	/	/	0.49	0	-3*	/	4	0.034
CCN(CC(F)(F)C(F)F)S(=O)(=O)c1ccc(NC(=O)OC)cc1	1	0.2	-6	-0.43	11	-0.33	-6	6	-0.64
O=C(Cc1cc(=O)[nH]c(=O)[nH]1)N1CCC(Cc2ccccc2)CC1	0.9	-0.7	-16	0.33	-1	0.086	0	9	0.083
Cn1c(=O)c2c(SCC(=O)c3ccccc3)nc(C3CC3)nc2n(C)c1=O	0.9	-0.8	-8	2.7*	15	-1.3	7	1	-1
CCOC(=O)CNC(=O)CSc1nnc(-c2ccco2)n1N	1	-0.8	-19	2.3*	-9	-0.044	-2	1	1.2
COC(=O)c1c(NC(=O)CSc2nncs2)sc2c1CCCCC2	1	-0.1	-8	0.2	6	-0.015	14	3	0.0047
CCCc1nc2ccccc2c(=O)n1/N=C/c1ccccc1O	1	0.0	-15	0.19	-5	/	-7	1	-0.032
COc1ccc(Cl)cc1N1C(=O)C2CCCN2C1c1ccccc1F (configuration not stated)	1	-1.1	-16	0.27	-8	-1.1	-9	-1	-1.2
COc1ccc(CCn2nnnc2C(C(C)C)N2CCN(c3ncccn3)CC2)cc1OC (configuration not stated)	0.9	0.0	-10	-1.7	9	/	-7	3	-0.0058
COc1ccccc1NC(=O)C(C)Sc1nnnn1C (configuration not stated)	0.9	0.1	4	0.59	18	/	-2	8	0.1
Cc1csc(NC(=O)c2ccccc2O)n1	0.9	0.7	-17	-0.035	-16	-0.24	8	-6	-1.2
CCOc1ccc2nc(NC(=O)CSc3nnc(-c4ccncc4)n3CC3CCCO3)sc2c1 (configuration not stated)	1	-1.5	34	0.54	6	/	-1	7	0.32
CCOc1nc(-c2ccccc2)ccc1-c1noc(-c2ccc(OC)c(OC)c2)n1	0.8	/	/	-1.3	16	0.15	/	1	0.043
CCC(Sc1ncccc1C(=O)O)C(=O)N1CCCC1 (configuration not stated)	0.9	-0.7	-6	-2	3	0.29	-3	9	0.66
Cc1[nH]c2ccccc2c1-c1nc2ccccc2[nH]1	0.9	-1.6	45	0.59	8	-2.7*	2	-8	-0.16
O=C(CSc1nc(Nc2ccccc2)nc(N2CCOCC2)n1)N1CCCC1	0.9	0.4	-4	0.79	23	5.6*	-2	10	-0.44
CC(C)(C)C(=O)NC1CCN(S(=O)(=O)c2ccccc2F)CC1	0.9	0.4	6	0.19	8	-1	4	5	-0.26
COc1ccc(-n2c(=O)c3ccccc3n(CC(=O)NC3CCCCC3)c2=O)c(OC)c1	0.9	0.3	0	-0.54	23	-0.13	2	8	0.58
CCOC(=O)N1CCN(C(=O)c2oc3ccc(S(=O)(=O)N4CCOCC4)cc3c2C)CC1	0.9	/	/	0.17	16	/	/	5	-0.27
COc1cc(N2CCOCC2)ncn1	0.9	-0.4	3	0.68	22	-0.027	-2	-1	0.093
COc1ccc(C2=NOC(C(=O)Nc3cc(Br)ccc3O)C2)cc1OC (configuration not stated)	0.9	0.3	-17	-1.3	-20	38*	1	9	1.6
COc1ccc(CN2CCNC(=O)C2CC(=O)O)c(OC)c1 (configuration not stated)	0.9	-1.1	1	0.075	5	-0.026	1	1	1.1
CCOC(=O)N1CCN(c2c(NCc3cccs3)c(=O)c2=O)CC1	0.9	0.0	-9	1.5	10	-0.027	37*	5	0.5
SMILES	TNAP act DEA	S1P3 agonist	S1P1 ag pot	M1 agonist	HEK293 NFkB inh	D1 allo mod	Jurkat tox 60K	E coli RNAP	M1 antag
CN(C)CCNC(=O)NC1CCCCC1	0.9	-1.7	23	-0.094	0	0.28	1	-1	-0.69
O=C(CCn1c(=S)[nH]c2cc3c(cc2c1=O)OCO3)N1CCN(c2ccccn2)CC1	0.9	/	/	0.59	10	0.029	/	2	-0.58
Cc1c(NS(=O)(=O)c2cccc3nsnc23)c(=O)n(-c2ccccc2)n1C	0.9	-2.9	14	0.089	/	0.099	/	8	-0.25
Cc1ccccc1-n1nnnc1SCC(N)=O	1	-0.2	4	-0.41	-1	-0.032	-3	-1	-0.026
COc1ccccc1NC(=O)c1nnn(CC(=O)Nc2ccccc2)c1N	0.9	0.5	-6	0.98	17	1.1	-3	8	0.71
Cc1cccc(-n2c(C)nc3c(cnn3-c3ccc(F)cc3)c2=O)c1	0.9	-1.1	31	9.4*	17	0.4	7	6	-0.74
COC(=O)COc1ccc2c(=O)c(Oc3ccccc3)c(C)oc2c1	1	-1.4	4	-0.49	-10	-1.1	8	/	-0.054
COCC(=O)Nc1ccc(C)c(Cl)c1	1	-0.6	/	1.3	11	0.39	-2	2	0.76
COC(=O)c1cc(Br)c(=O)n(-c2ccc(OC)cc2)c1	0.9	-0.2	-7	-0.02	3	0.14	-1	9	0.29
COc1ccc(S(=O)(=O)NCCN2CCOCC2)c2ccccc12	1	-1.2	/	1.1	6	-0.28	3	3	0.47
CCOc1ccc(CN2CCN(S(=O)(=O)c3ccc(NC(C)=O)cc3)CC2)cc1OC	0.9	-0.2	-6	-0.0027	14	0.016	11	9	-1
C=CCN1CCN(C(c2ccc(OC)c(OC)c2)c2nnnn2C(C)(C)C)CC1 (configuration not stated)	0.9	1.6	48	-0.075	2	0.58	-7	9	-0.53
CCC(Sc1nc(=O)cc(N)n1CCc1ccccc1)C(=O)Nc1cc(C)on1 (configuration not stated)	0.9	-0.6	-12	0.5	17	-5.1*	-4	-1	-0.095
O=C(c1ccccc1)N(Cc1ccc(F)cc1)C1CCS(=O)(=O)C1 (configuration not stated)	0.8	-0.1	-14	0.3	15	-0.59	0	10	0.68
CCSc1nnc(NC(=O)CSc2nc(CC)nc3c2c(=O)n(C)c(=O)n3C)s1	0.9	0.6	10	0.035	16	-0.07	7	8	-0.7
C=CCN(C(=O)Cn1nnc2ccccc21)C(C(=O)NCCOC)c1ccc(OC)cc1OC (configuration not stated)	1	-1.2	-18	-0.009	20	/	1	-4	0.5
COc1cc(OC)c(C2CC(=O)N3CN(C)CSC3=C2C#N)cc1OC (configuration not stated)	0.9	0.1	-13	-0.56	-2	-0.27	0	8	0.66*
COC(=O)CN(c1c(C)cccc1C)S(C)(=O)=O	0.9	-0.7	/	-0.1	0	-0.25	-4	3	-0.36
O=C(NCCc1c[nH]c2ccccc12)C1CCN(c2nnc(N3CCCC3=O)s2)CC1	1	0.0	-23	0.38	16	-0.15	4	5	0.057
CS(=O)(=O)N1CCC(C(=O)Nc2cccc(C(F)(F)F)c2)CC1	1	0.3	2	-0.3	5	-0.013	-5	4	0.72
Cc1ccc(NC(=O)N2CCC(O)(c3ccc(Cl)cc3)CC2)cc1	1.1	0.2	14	-0.19	24	-0.97	0	-1	0.49
CCOC(=O)c1cn(CC)c2ccc(S(=O)(=O)N3CCC(C)CC3)cc2c1=O	0.8	0.3	-17	-0.74	2	-0.27	-4	7	0.16
CC1=C(C(=O)OCc2ccc3c(c2)OCO3)C(c2ccc(F)cc2)NC(=O)N1 (configuration not stated)	0.9	-1.1	94*	-0.53	45*	-1.7	84*	4	-0.35
O=C(NCc1ccc2c(c1)OCO2)c1ccc2c(=O)n(C3CCCC3)c(=O)[nH]c2c1	1	-1.8	10	0.45	18	-0.95	-3	-1	0.036
COC(=O)c1cc(=O)nc2sc(-c3ccccc3)nn12	0.9	/	/	-0.85	9	0.37	/	5	0.0073

Random excerpt: 2 compounds from above, in no set order.
SMILES	TNAP act DEA	S1P3 agonist	S1P1 ag pot	M1 agonist	HEK293 NFkB inh	D1 allo mod	Jurkat tox 60K	E coli RNAP	M1 antag
Cc1ccc(NC(=O)N2CCC(O)(c3ccc(Cl)cc3)CC2)cc1	1.1	0.2	14	-0.19	24	-0.97	0	-1	0.49
CCOc1ccc(CN2CCN(S(=O)(=O)c3ccc(NC(C)=O)cc3)CC2)cc1OC	0.9	-0.2	-6	-0.0027	14	0.016	11	9	-1

Molecules from the list above containing a thiophene ring, fused or not:
SMILES	TNAP act DEA	S1P3 agonist	S1P1 ag pot	M1 agonist	HEK293 NFkB inh	D1 allo mod	Jurkat tox 60K	E coli RNAP	M1 antag
O=C(COC(=O)c1cccs1)c1ccc2c(c1)OCCO2	0.9	/	/	0.49	0	-3*	/	4	0.034
COC(=O)c1c(NC(=O)CSc2nncs2)sc2c1CCCCC2	1	-0.1	-8	0.2	6	-0.015	14	3	0.0047
CCOC(=O)N1CCN(c2c(NCc3cccs3)c(=O)c2=O)CC1	0.9	0.0	-9	1.5	10	-0.027	37*	5	0.5

Later entries
SMILES	TNAP act DEA	S1P3 agonist	S1P1 ag pot	M1 agonist	HEK293 NFkB inh	D1 allo mod	Jurkat tox 60K	E coli RNAP	M1 antag
CCOC(=O)N1CCN(C(=O)c2cc(C)no2)CC1	0.9	0.2	-20	-0.98	7	/	-10	-19	-0.08
COC(=O)Cn1cnc2sc(C)c(S(=O)(=O)N3CCC(C)CC3)c2c1=O	0.9	-0.8	-2	-0.018	6	/	3	1	0.37
COCCCNC(=O)C1CCN(S(=O)(=O)c2c(C)noc2/C=C\c2ccc(OC)cc2)CC1	1	-1.6	-25	0.5	1	-0.052	4	9	-0.34
Cc1cccc(NC(=O)CSc2n[nH]c(-c3ccncc3)n2)c1	0.9	0.9	-4	0.53	14	-0.064	-3	10	0.78
COc1ccc(C2CCN(Cc3cccnc3)CC2O)cc1 (configuration not stated)	1	-0.1	6	0.12	15	0.6	-2	4	0.019
CC(C)CC(=O)NC1(C(F)(F)F)C(=O)Nc2c1c(=O)n(C)c(=O)n2C (configuration not stated)	1	0.1	-18	0.52	17	0.77	-2	4	0.23
COC(=O)c1c(NC(=O)CCN2CCOCC2)sc2c1CCCC2	0.9	-1.2	-5	0.027	5	/	6	8	0.42
Cc1ccc(C(CCN)c2ccco2)cc1 (configuration not stated)	1	-0.3	0	0.071	11	/	3	8	-0.091
COc1cc(Br)cc(CN2CCN(C/C=C/c3ccccc3)CC2)c1O	0.8	-0.1	/	-0.81	-1	-1	9	7	-16*
COc1ccc(C2c3c(oc4ccc(Cl)cc4c3=O)C(=O)N2Cc2ccco2)cc1OC (configuration not stated)	0.9	-0.7	1	0.1	13	0.45	-2	6	-0.47
O=C(CCCC(=O)N1CCc2ccccc21)N1CCc2ccccc21	1	-1.4	-3	0.34	4	-1.3	-3	6	-0.019
CC1CCN(C(c2ccccc2)c2nnnn2C(C)(C)C)CC1 (configuration not stated)	0.9	-0.7	18	-0.083	7	-0.37	-1	11	-1.5
COc1ccc(-c2cc(=O)oc3c(C)c(O)c(CN(C)C)cc23)cc1	1	-0.2	19	6.4*	6	3.6*	5	8	-0.021
O=C(NCCO)c1nc(NCCO)c2ccccc2n1	0.9	-0.9	/	0.44	-5	-0.033	8	3	1.6
COc1ccc(OC)c(NC(=O)Cn2cc(C#N)c3cc(Br)ccc32)c1	0.9	-0.6	/	0.02	17	-0.24	12	3	0.096
O=C(CSCC(=O)NCc1ccco1)NCc1ccco1	0.9	0.3	-8	0.59	2	-0.24	-5	3	0.053
O=C(NC1CCS(=O)(=O)C1)OC1CCCCC1 (configuration not stated)	0.9	-0.9	0	-0.22	5	/	6	2	0.16

Screens as filed in PubChem.
